# RAM inhibit: blocks the yeast RAM network | inhibition, % at 50 µM | AID 868 | 1.8% of 190,000 active | S. cerevisiae dse1pr::URA3 reporter, 5-FOA growth OD615, 2 d; analog-sensitive cbk1-as2 kinase mutant strain;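 active = inhibition above a set limit, 3 SD over mean compound inhibition, cut at about 8.4% in these data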;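 also: 0% = DMSO-only wells with no growth and 100% = 10 µM 1-NA-PP1 full growth; inhibition rescues growth on 5-FOA so higher OD means more RAM inhibition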
# PMI act hi M6P: PMI (human) activation, high substrate; P34949; coupled PMI enzyme assay, resazurin fluorescence, 20 min; hits give high values; 1 = untreated enzyme, 0 = substrate-free blank; activation factor at 20 µM; 0.34% of 190,000 active; AID 1216;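 active = activation factor of 2 or more at 20 µM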
# Target sequence (P34949 whole entry, looked up): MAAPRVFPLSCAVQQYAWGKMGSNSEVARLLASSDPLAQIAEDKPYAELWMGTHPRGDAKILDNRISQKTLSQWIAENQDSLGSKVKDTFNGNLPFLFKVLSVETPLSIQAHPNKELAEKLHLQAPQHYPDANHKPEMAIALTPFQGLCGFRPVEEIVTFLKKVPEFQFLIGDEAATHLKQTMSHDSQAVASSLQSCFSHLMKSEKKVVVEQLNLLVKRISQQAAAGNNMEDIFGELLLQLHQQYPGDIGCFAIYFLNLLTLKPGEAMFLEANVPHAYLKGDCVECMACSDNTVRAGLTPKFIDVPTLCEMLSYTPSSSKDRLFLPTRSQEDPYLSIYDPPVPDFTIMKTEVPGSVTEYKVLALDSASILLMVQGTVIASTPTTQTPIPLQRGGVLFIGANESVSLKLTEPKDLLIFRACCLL
#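 Test system – human PMI in coupled enzyme assay · Timing – 20 min incubation at room temperature · Detection – Diaphorase-driven resazurin-to-resorufin fluorescence, excitation 544, emission 590 nm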
# Redox H2O2 prof: compounds producing H2O2 with reducing agent – biochemical, NIH compound library profiling, artefact control for MLSCN library redox annotation, primary screen; DTT-dependent redox cycling H2O2, phenol red/HRP absorbance; 100% = 100 µM peroxide control, 0% = buffer; activation, % at 10 µM; 0.03% of 200,000 active; AID 878;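 active = activation of at least 50% relative to the plate's high and low controls in the primary single-dose screen; inactive = activation below 50%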;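 also: compound incubated with DTT at 0.8 mM final as the reducing agent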
# Diaph act CS: activates diaphorase or chemically reduces, flagging diaphorase assay artifacts; activation factor at 20 µM; 0.005% of 190,000 active; AID 1229; Diaphorase/resazurin coupled assay, resorufin fluorescence, 16 min; hits give high values; 1 = vehicle wells, 0 = NADH-free wells;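 active = diaphorase activity raised at least twofold by the compound at 20 µM; inactive = activation factor below 2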
#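 Assay system: Purified diaphorase enzyme from Clostridium kluyveri | Amount: Enzyme 0.07 U/mL final | Dosing: Compound 20 µM once, DMSO 1% | Timing: 16 min reaction at room temperature | Detection: Fluorescence, excitation 544 nm and emission 590 nm | Evaluation: Higher resorufin formation from activation or reduction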
# Hsp70 activator: Hsp70 transcriptional activation, primary screen | HeLa Hsp70 promoter luciferase reporter, luminescence; scaled: vehicle 0, proteasome-inhibitor control 100% | activation, % at 10 µM | 0.04% of 200,000 active;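 active = activation above the mean across all tested compounds plus 3 SD, cutoff set per campaign, cut at about 5.5% in these data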;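 also: 100% = MG132 at 30 µM as the positive control and 0% = DMSO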
# L major viab: Leishmania major promastigote growth inhibition | inhibition, % at 10 µM | Leishmania major promastigotes, resazurin fluorescence viability | 9% of 200,000 active;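 also: promastigotes grown with compound for 44 hours at 28 °C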
# PMI act: activators of human phosphomannose isomerase; purified human PMI, coupled resazurin fluorescence, 20 min; hits give high values; 1 = vehicle control, 0 substrate-free wells; activation factor at 20 µM; 0.005% of 190,000 active; AID 1214;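 active = activation factor of 2 or more at 20 µM, relative to plate controls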
# S1P3 antagonist: antagonists of human S1P3 receptor | CHO S1P3 NFAT-BLA reporter, FRET fluorescence, antagonist mode | inhibition, % at 4.98 µM | 0.27% of 170,000 active | Q99500;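 active = inhibition above the plate cutoff, the mean inhibition of test wells on that plate plus 3 SD, cut at about 28% in these data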;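 also: cells challenged with S1P at its EC80 of 0.8 µM; blue over green emission ratio from cleaved BLA substrate after 4 h stimulation; 0% = S1P-stimulated wells and 100% = unstimulated DMSO-only wells; some compounds past the cut are filed as inactive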
# Target sequence (Q99500 whole entry, looked up): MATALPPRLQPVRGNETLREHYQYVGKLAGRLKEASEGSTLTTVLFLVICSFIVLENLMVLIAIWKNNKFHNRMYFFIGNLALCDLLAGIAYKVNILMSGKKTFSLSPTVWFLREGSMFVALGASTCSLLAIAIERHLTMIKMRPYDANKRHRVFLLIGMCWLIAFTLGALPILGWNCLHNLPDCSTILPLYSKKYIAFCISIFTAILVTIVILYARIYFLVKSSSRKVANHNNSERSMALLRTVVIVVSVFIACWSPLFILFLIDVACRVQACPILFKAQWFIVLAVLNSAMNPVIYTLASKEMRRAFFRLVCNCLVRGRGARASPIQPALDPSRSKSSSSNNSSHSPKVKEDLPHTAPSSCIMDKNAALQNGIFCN
# TLR4-MyD88 BLA: TLR4-MyD88 interaction inhibition in cells | O00206+Q99836 | HeLa CL3-4 TLR4/MyD88 BLA complementation, FRET ratio | inhibition, % at 8.4 µM | 0.18% of 200,000 active; in the data active = inhibition above about 25%;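 also: 0% = vehicle and 100% = reference inhibitor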
# Diaph inh CS: counter-screen for diaphorase-based assays: diaphorase inhibitors and chemical oxidizers | diaphorase resazurin-to-resorufin fluorescence, NADH, 16 min; bacterial (C. kluyveri) enzyme, not human | inhibition, % at 20 µM | 0.69% of 190,000 active | AID 1217;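 active = primary screen inhibition at 20 µM above a set limit, cut at about 50% in these data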;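 also: plate controls were DMSO with full reaction for no effect and wells lacking NADH for full effect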
#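 Benchmarks: positive control wells lacking NADH, neutral wells with DMSO only. System: bacterial diaphorase enzyme (C. kluyveri). Input: 0.14 U/mL diaphorase, enzyme working solution. Detection: resorufin fluorescence, excitation 544 nm, emission 590 nm. Times: 16-min room-temperature incubation before reading.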
# G6PDH CS: inhibits Leuconostoc G6PDH, flagging false hits in G6PDH-based assays | 0.12% of 200,000 active | AID 1020 | inhibition, % at 5 µM | Purified L. mesenteroides G6PDH, diaphorase/resazurin coupled fluorescence, 45 min
# * = called active by the depositor; / = no result given. Rule as the data show it, unless noted: active = inhibition above about 50%; inactive = the rest.
SMILES,RAM inhibit,PMI act hi M6P,Redox H2O2 prof,Diaph act CS,Hsp70 activator,L major viab,PMI act,S1P3 antagonist,TLR4-MyD88 BLA,Diaph inh CS,G6PDH CS
COc1ccc2oc(C(=O)OCC(=O)NCCN3C(=O)CSC3=O)c(C)c2c1,0.4,1,0.2,0.9,0.1,-6,0.9,7,-1,15,-19
CCCc1nc2ccccc2n1CCOc1ccccc1,0.0,1,-17,1,-0.2,10,1,/,-2,4,5
Cc1cccc(C(=O)NCCNC(=O)c2cccc(C)c2)c1,1.8,0.9,-0.5,0.9,0.0,-4,0.9,10,-19,8,1
Cn1c2c(c(=O)n(C)c1=O)CN(Cc1ccc(F)cc1)CN2,-1.5,1,0.3,0.9,-0.5,-4,1,8,14,8,3
Cc1ccc(S(=O)(=O)NC(C)C(=O)NC2CCCCCC2)cc1 (stereo unspecified),2.1,1,0.8,0.9,-0.1,-3,1,/,-7,8,4
COc1ccc(N2CCN(C(=O)CNC(=O)c3cn(-c4ccccc4OC)c(=O)c4ccccc34)CC2)cc1,0.4,0.7,7.0,1,-0.2,-4,1.1,-17,0,-2,-8
O=C(CSc1nnc(COc2ccccc2)n1-c1ccccc1)c1ccccc1,8.2,1,-0.7,0.9,-0.1,5,1,/,5,15,2
O=C1NC(c2cc3c(cc2Cl)OCO3)Oc2ccccc21 (stereo unspecified),0.8,0.8,1.9,0.7,0.0,1,0.8,-14,6,25,2
O=C(Nc1ccc(O)cc1)/C(=C\c1cccs1)NC(=O)c1ccccc1,0.1,0.9,-0.2,0.8,-0.1,-4,0.9,-3,-2,18,15
C/C(=N\NC(=O)Cc1cccn1C)c1ccc2ccccc2c1,1.2,1,0.9,0.9,-0.3,5,1,/,-6,12,2
O=C(Nc1ccccn1)c1ccc(COc2ccccc2Cl)o1,0.6,0.9,-0.1,0.8,-0.1,12,0.9,/,4,16,-2
Cc1ccc(CCN2CC(C(=O)NCCCN3CCCCCC3)CC2=O)cc1 (stereo unspecified),-1.3,1,-0.4,1.1,-0.1,-2,0.9,-67,-7,-13,2
C=CCc1ccccc1OCC(CN1CCCCC1)OC(C)=O (stereo unspecified),1.6,1,1.6,1,-0.4,65*,1,-2,-7,0,1
CCCCC(NS(=O)(=O)c1ccc(C)cc1)C(=O)Oc1ccc2c3c(c(=O)oc2c1)CCC3 (stereo unspecified),2.3,0.9,0.8,0.8,-0.4,-5,0.8,-7,-15,17,-25
CCOCCCNC(=O)C(c1ccc(Cl)cc1)N(Cc1cccs1)C(=O)c1ccccn1 (stereo unspecified),0.4,0.9,0.5,0.8,0.0,19,0.9,-26,-15,17,3
CCCN(CCC)Cc1cc2ccccc2c2c1COC2,-0.3,1.1,1.0,0.9,-0.3,7,1,/,8,6,6
COC(=O)C1C(=O)C2=C(CC1C)NC(=O)CC2c1ccccc1 (stereo unspecified),-0.3,1,0.3,1,0.1,-8,1,8,-3,2,-1
Cc1nn(C)c(C)c1S(=O)(=O)N1CCC(C(=O)NC2CCCc3ccccc32)CC1 (stereo unspecified),0.9,0.9,-1.1,0.9,-0.2,-5,1,-5,-5,14,1
CCOc1nc(-c2ccccc2)ccc1-c1noc(COC)n1,0.9,1,-5.5,1,0.0,24,1,/,-5,2,-2
O=c1c2ccccc2nc(SCc2cc(=O)n3ccsc3n2)n1CCCO,2.9,1.1,0.0,1,-0.1,4,1,/,8,0,6
COC(=O)CSc1nnc(C)c(=O)[nH]1,3.2,1,0.6,0.9,0.0,-3,0.9,/,-5,7,-5
CC1=N/C(=C\c2ccc([N+](=O)[O-])cc2)C(=O)N1c1ccc(Cl)cc1,4.4,1,2.1,1,-0.2,3,1,/,4,-2,12
CN1CCN(C(=O)C2=C[C@H](c3coc4ccccc4c3=O)C[C@H](OCc3ccc(CO)cc3)O2)CC1,0.8,0.9,0.2,0.9,0.0,-6,0.9,-1,-17,13,1
Cc1oc2cc(O)ccc2c(=O)c1N1C(=O)c2ccccc2C1=O,-0.2,1.1,-0.5,0.9,-0.1,-6,1.1,16,0,6,-3
O=C(Nc1nccs1)C1CCN(S(=O)(=O)c2ccc3c(c2)OCCCO3)CC1,0.5,1,-1.9,0.9,0.1,16,1,1,0,7,11
Cc1cc(C(=O)COc2ccc(-c3nnco3)cc2)c(C)n1Cc1ccccc1,0.0,0.9,1.9,0.7,0.0,-1,0.9,/,-5,32,0
Cn1c(NCc2cccnc2)nc2c1c(=O)n(Cc1ccccc1F)c(=O)n2C,0.1,1,0.5,1,-0.2,-3,1,/,1,3,-13
c1ccc2c(c1)nc(N1CCN(C3CCCCC3)CC1)c1nnnn12,0.8,1,-2.3,0.9,-0.1,11,1,-13,1,10,-36
CCc1ccc2c(c1)C(c1ccc([N+](=O)[O-])cc1)=NNC(c1ccc(Br)cc1)=N2,2.0,1.1,-0.4,0.9,-0.3,10,1.1,-12,8,7,-1
COc1ccc(/C=N\N=C2/SC(CC(=O)O)C(=O)N2c2ccc(O)cc2)cc1OC (stereo unspecified),2.8,1.1,0.5,0.9,0.2,56*,1,-1,5,6,-9

# A few values from the results shown:
# Entry for `CCOc1nc(-c2ccccc2)ccc1-c1noc(COC)n1` under TLR4-MyD88 BLA: -5
# Entry for `COC(=O)C1C(=O)C2=C(CC1C)NC(=O)CC2c1ccccc1` (stereo unspecified) under Hsp70 activator: 0.1
# Entry for `Cc1nn(C)c(C)c1S(=O)(=O)N1CCC(C(=O)NC2CCCc3ccccc32)CC1` (stereo unspecified) under RAM inhibit: 0.9

# The results go on:
SMILES,RAM inhibit,PMI act hi M6P,Redox H2O2 prof,Diaph act CS,Hsp70 activator,L major viab,PMI act,S1P3 antagonist,TLR4-MyD88 BLA,Diaph inh CS,G6PDH CS
c1ccc(Cn2nnnc2C(c2cccs2)N2CCSCC2)cc1 (stereo unspecified),1.1,1,2.5,0.9,0.0,19,1,8,-3,6,3
O=C(Cc1c[nH]c2ccccc12)N1CCN(c2ccccc2)CC1,1.7,1,-0.1,1,-0.4,-1,1.1,-11,-5,3,0
COc1ccc(S(=O)(=O)N(c2onc(C)c2Cl)S(=O)(=O)c2ccc(OC)c(OC)c2)cc1OC,-0.8,1,-0.7,0.9,-0.3,-7,1,/,-2,11,9
CC(C)OCCCNc1nc2c(-c3ccccc3)nnn2c2ccccc12,7.9,1.1,3.6,1.1,-0.1,10,1.1,-7,4,-10,16
COc1ccc(-n2cnnc2)cc1,-0.3,1,0.2,0.9,-0.4,-6,1.1,/,7,6,2
CC(NC(=O)Cn1nc(-c2ccccc2)c2ccccc2c1=O)c1ccccc1 (stereo unspecified),2.1,0.9,0.8,0.9,0.5,0,0.9,/,-23,14,5
O=C(CNC(=O)c1ccc2c(c1)OCCO2)N/N=C/c1ccc(Cl)cc1,2.2,1.1,-0.2,0.9,-0.1,13,1.1,11,6,8,0
CCCN1Cc2cccc(C(=O)NC(CC(=O)OCC)c3ccc(OC(C)C)cc3)c2C1=O (stereo unspecified),2.3,1,-0.4,0.9,0.1,14,1,10,6,6,1
O=C(Cc1ccsc1)NCC(c1ccco1)N1CCCCC1 (stereo unspecified),-0.7,1,-0.3,0.9,0.3,-1,1.1,0,-1,7,12
CCc1ccccc1N(CC)C(=O)c1cn(C)c(=O)c2cc(OC)c(OC)cc12,-0.7,0.9,-1.1,0.8,0.0,5,0.9,4,6,22,-14
CC(C)N1CCN(Cc2ccc(C#CCCO)cc2)CC1CCO (stereo unspecified),0.9,0.9,-0.6,0.9,-0.4,-4,0.9,1,-7,12,20
CCS(=O)(=O)n1nc(-c2ccc(Cl)cc2)nc1SC,0.9,0.9,-7.9,0.8,0.6,-4,0.9,/,6,25,9
CCCCOCCCNS(=O)(=O)c1ccccc1,-0.3,0.9,-0.9,0.8,0.1,0,0.9,26,12,15,11
Cc1ccc(NC(=O)COc2ccccc2C(=O)Nc2ccccc2)cc1Cl,5.6,1,1.2,0.9,-0.3,5,0.9,-9,-5,8,-19
CC1CCCCN1S(=O)(=O)c1ccc(S(=O)(=O)NCCc2ccncc2)cc1 (stereo unspecified),3.9,1.1,0.9,1,-0.2,-1,1,/,11,-3,4
Cc1cc2ccccc2nc1SCC(=O)NC1CCCCC1,5.9,/,0.4,/,0.8,11,/,-9,-3,/,6
O=C(CN(c1ccc(F)cc1)S(=O)(=O)c1ccc2c(c1)OCCO2)NCc1ccccn1,1.9,1,1.9,0.9,-0.3,23,0.9,4,8,6,1
CCC(=O)Nc1ccc(C(=O)NCc2ccccn2)cc1,1.1,1.4,0.4,1,0.1,-2,1.3,-7,3,-3,14
Cc1c(C(=O)N2CC(C)OC(C)C2)sc2nc(-c3ccccc3)cn12 (stereo unspecified),0.6,0.9,0.1,0.8,-0.2,-3,0.9,-9,-1,15,3
OCC1(CCCc2ccccc2)CCN(C2CCSCC2)CC1,-0.9,0.9,-0.6,0.9,-0.1,84*,0.9,2,-10,9,-4
CCCc1nc(SCC(=O)N2CCc3ccccc32)c2c(C)c(C)sc2n1,0.7,1.1,2.6,1,-0.2,-4,0.9,/,2,-3,1
Cc1cc(NC(=O)CN2CCN(S(=O)(=O)c3ccc4ccccc4c3)CC2)no1,-0.1,1,0.4,1,-0.2,22,0.9,/,-5,4,6
Cc1ccc(C(=O)Cn2c(-c3ccccc3)noc2=O)cc1,-0.5,1,0.2,0.8,-0.3,1,1.1,0,6,18,10
COc1cc2c3c(c1)c(C1=NC(=S)NC1=O)c(O)n3C(C)(C)C=C2C,1.2,1,0.1,0.9,0.0,-1,0.9,/,-3,11,3
CCCC1S/C(=N/N=C/c2ccc(OC)cc2)N(Cc2ccccc2)C1=O (stereo unspecified),15*,0.9,-2.4,0.8,-0.1,11,0.8,/,-6,17,6
CCOc1cc(S(=O)(=O)N(CC)CC)ccc1F,0.9,1,0.9,0.9,-0.4,1,1,/,2,11,-2
NC(=O)c1ccccc1N/C=C/C(=O)c1cccs1,5.4,1.1,-0.5,0.9,-0.1,-7,1.1,/,13,13,4

# RAM inhibit, hit marks shown above
Compound | RAM inhibit | PMI act hi M6P | Redox H2O2 prof | Diaph act CS | Hsp70 activator | PMI act | S1P3 antagonist | TLR4-MyD88 BLA | G6PDH CS
CCCC1S/C(=N/N=C/c2ccc(OC)cc2)N(Cc2ccccc2)C1=O (stereo unspecified) | 15* | 0.9 | -2.4 | 0.8 | -0.1 | 0.8 | / | -6 | 6
